LDHA block – qHTS assay for inhibitors of human lactate dehydrogenase; activity change, % (values are at about 110 or 230 µM); L-lactate dehydrogenase A chain (Homo sapiens), P00338; AID 1347041, 2019; actives 0.15% (n = 480,000); purified LDHA, NADH/diaphorase-resazurin fluorescence; active compounds read low; in the data active = activity change below about -30%; inconclusive = mostly about -25% to -30%;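 note: plate controls were DMSO wells for no effect and wells without enzyme for full effect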
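Human LDH5 (2 nM) was incubated with 0.06 mM NADH and 0.2 mM pyruvate for 5 min at room temperature in Tris pH 7.4. Remaining NADH was coupled through diaphorase/resazurin, and resorufin fluorescence was read at 0 and 20 min.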
ALOX12 inh – Primary qHTS assay for inhibitors of human arachidonate 12S-lipoxygenase (ALOX12): Round 2. actives 1.1% (n = 580,000). Potency, µM (top dose mostly 108 µM), without a hit: top-dose activity change, negative = inhibition, most hits filed as inhibitors. purified 12hLO, xylenol orange hydroperoxide absorbance. Polyunsaturated fatty acid lipoxygenase ALOX12 (Homo sapiens), P18054; note: potency is the fitted concentration of half-maximal effect; % is set by controls: 0 for no effect and ±100 for the full control effect
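Purified human 12hLO (150 nM final) in 25 mM Hepes, 0.01% Triton X-100, pH 7.0 was preincubated 15 min at room temperature with compound. Then 40 uM arachidonic acid was added, 30 min. Hydroperoxide was read by Fe-XO absorbance ratio 573/405 nm.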
Vif-APOBEC3F blk – qHTS for Inhibitors of Vif-A3F Interactions: qHTS; HeLa A3F-eYFP + Vif (tagged APOBEC3F with the HIV-1 protein that degrades it), YFP fluorescence increase; actives 0.2% (n = 390,000); Potency, µM (series often up to 46.1 µM), for the others: at the top dose activity, negative = active; note: potency is the fitted concentration of half-maximal effect; % of control where 0% means no effect; nearly all actives have a fitted effect of over 65% in size
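HeLa cells stably expressing A3F-eYFP plus Vif, plated and incubated overnight at 37 deg C, then exposed to compounds overnight at 37 deg C. Blocked degradation read as raised yellow fluorescence (Ex 488/Em 500-530).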
RGS4 inh – Inhibitors of Regulator of G Protein Signaling (RGS) 4: qHTS; Potency, µM (highest dose often 114 µM), inactives show top-dose activity change, negative = inhibition, hits mostly inhibitors; actives 0.039% (n = 390,000); Regulator of G-protein signaling 4 (Homo sapiens), P49798; Transcreener GDP fluorescence polarization, RGS4-accelerated GTP hydrolysis; note: potency is the fitted concentration of half-maximal effect; % is set by controls: 0 for no effect and ±100 for the full control effect; nearly all actives have a fitted effect of over 75% in size; some results filed as inactive show a strong effect at the top dose
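MLSMR compounds (23 nl, pin-transferred) preincubated 10 min at room temperature with a 500nM (2x) first reagent, then RGS4 at 900nM (2x) plus Transcreener GDP mix added; fluorescence polarization (620/688 nm) read before and after 90 min at 30 °C.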
D2 antag – HTS Assay for Allosteric Antagonists of the Human D2 Dopamine Receptor: Primary Screen for Antagonists; HEK293 TREx D2 cells, calcium flux, dopamine EC80; inhibition, % at 10 µM; actives 2% (n = 340,000); D(2) dopamine receptor (Homo sapiens), P14416; AID 485344, 2010; in the data active = inhibition above about 30%; note: 0% is about no effect
Target sequence (P14416 whole entry, looked up): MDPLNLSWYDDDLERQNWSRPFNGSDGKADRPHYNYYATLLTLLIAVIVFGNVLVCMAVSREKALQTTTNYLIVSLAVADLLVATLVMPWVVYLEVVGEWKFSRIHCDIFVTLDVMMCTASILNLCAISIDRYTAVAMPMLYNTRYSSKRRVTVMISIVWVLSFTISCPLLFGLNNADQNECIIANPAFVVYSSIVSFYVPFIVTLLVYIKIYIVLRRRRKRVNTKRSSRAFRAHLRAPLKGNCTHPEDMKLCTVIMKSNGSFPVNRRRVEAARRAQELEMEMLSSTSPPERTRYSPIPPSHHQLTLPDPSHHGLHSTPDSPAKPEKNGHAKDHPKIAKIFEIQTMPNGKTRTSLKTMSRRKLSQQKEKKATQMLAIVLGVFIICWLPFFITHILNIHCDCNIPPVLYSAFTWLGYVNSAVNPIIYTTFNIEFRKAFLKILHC
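Compounds are added to dye-loaded, induced HEK293 T-REx cells coupled to calcium release via D2; after a 3 min kinetic read an EC80 dopamine stimulus is given and fluorescence is recorded for 3 more min.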
ERG Ets-DNA blk – qHTS for Small Molecule Inhibitors of the ERG Ets/DNA interaction. Transcriptional regulator ERG (Homo sapiens), P11308. fluorescence polarization, His-ERG Ets domain / labelled DNA. Potency, µM (doses to about 76.9 µM), without a hit: at the highest dose FP activity, negative = inhibition, most hits filed as inhibitors. actives 0.028% (n = 370,000). AID 624246, 2012; active = well fitted inhibition curve with a large enough effect in the polarisation, with a control signal flat; inconclusive = small, poorly fitted or top-dose-only effect, or effect the other way, or a change in a side signal; inactive = no such curve, though single readings can be large or run the other way; the % refers to the polarisation;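 note: polarization taken with two DNA probes labelled with fluorescein and Texas red; potency is the fitted concentration of half-maximal effect; % of control where 0% means no effect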
Target sequence (P11308 whole entry, looked up, the tested form may be a part): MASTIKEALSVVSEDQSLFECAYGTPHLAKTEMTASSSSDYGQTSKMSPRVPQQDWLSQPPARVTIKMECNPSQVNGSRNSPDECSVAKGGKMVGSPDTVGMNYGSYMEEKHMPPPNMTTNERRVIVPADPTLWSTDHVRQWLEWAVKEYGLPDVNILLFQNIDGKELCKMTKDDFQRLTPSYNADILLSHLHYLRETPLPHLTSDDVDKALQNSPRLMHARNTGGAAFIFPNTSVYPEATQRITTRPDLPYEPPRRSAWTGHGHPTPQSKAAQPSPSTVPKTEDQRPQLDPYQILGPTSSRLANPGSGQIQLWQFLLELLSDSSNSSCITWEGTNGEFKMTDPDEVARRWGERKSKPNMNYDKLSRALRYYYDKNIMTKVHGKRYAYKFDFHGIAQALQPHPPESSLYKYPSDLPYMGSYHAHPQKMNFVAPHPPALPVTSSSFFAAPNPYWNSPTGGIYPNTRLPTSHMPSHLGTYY
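His-tagged ERG Ets domain (1 uM in the protein solution; 300mM KCl, 50mM Tris-HCl, 1mM EDTA, 1mM DTT, pH 7.5) received compound, then a probe mix of 5 nM fluorescein-DNA and 100nM Texas-615-DNA. Fluorescence polarization was read for both dyes.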
Vif-A3G inh – qHTS for Inhibitors of Vif-A3G Interactions: qHTS; actives 0.076% (n = 410,000); Potency, µM (titrated, usually from 46.1 µM), for the others: top-dose activity, negative = active, most hits filed as inhibitors; HeLa A3G-eYFP + Vif (tagged APOBEC3G with the HIV-1 protein that degrades it), YFP fluorescence, overnight;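 note: potency is the fitted concentration of half-maximal effect; % is set by controls: 0 for no effect and ±100 for the full control effect; nearly all actives have a fitted effect of over 60% in size; hits raise eYFP signal because A3G escapes Vif-driven loss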
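Read-out is eYFP fluorescence (Ex 488/Em 500-530) from Vif-expressing HeLa A3G-eYFP cells; more signal means A3G escaped Vif-mediated degradation. Cells plated overnight, compound pinned in, incubated overnight at 37 deg C.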
GRP78 ERSR act – qHTS for Inducers of the Endoplasmic Reticulum Stress Response (ERSR) in Human Glioma: qHTS | U87-MG GRP78 promoter luciferase reporter, 16 h | Potency, µM, for the others: top-dose activation, actives largely listed as activators | actives 0.02% (n = 420,000); note: potency is the fitted concentration of half-maximal effect; series mostly up to about 76 µM; % of control where 0% means no effect; nearly all actives have a fitted effect of over 35% in size
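Stably transfected U87-MG glioma cells carrying a GRP78-based luciferase sensor; 16 h compound incubation. Luminescence end-point read 10 min after Bright-Glo addition at room temperature.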
D2 agonist – HTS Assay for Allosteric Agonists of the Human D2 Dopamine Receptor: Primary Screen for Agonists; actives 0.53% (n = 340,000); activation, % at 2 µM; D(2) dopamine receptor (Homo sapiens), P14416; AID 485358, 2010; HEK293 T-REx D2 cells, calcium flux agonist mode;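 active = activation over 3 SD above normal in the single-dose calcium agonist read, cut at about 30% in these data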; note: 0% is about no effect
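Agonism is scored from calcium flux in a force-coupled, inducible HEK293 cell line expressing D2, read kinetically for 180 s after compound addition against dopamine controls.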
* marks the source's active call; other numbers are inactive results; ? = inconclusive; . = not tested or not shown; & = joins results of further samples; [ ] = dose if it differs, or a comment. Unless noted, calls come from the whole dose curve; as a rule, active = well fitted curve in the direction sought with a large enough effect; inconclusive = small, poorly fitted or top-dose-only effect, or another doubt; inactive = no such curve, though single readings can be large; an effect the other way counts as inactive or inconclusive. Only part of the results is shown (hit frequency here may not be typical).

Results follow in this order: ALOX12 inh | Vif-A3G inh | RGS4 inh | ERG Ets-DNA blk | D2 agonist | LDHA block | GRP78 ERSR act | Vif-APOBEC3F blk | D2 antag
1) O=c1oc2ccccc2nc1/C=C(O)/C=C\c1ccccc1
→ -3% | -9% | -31% | 5% | 0.3 | 19 | 13% | -8% | -9
2) COc1ccc(/C(C)=N/NC(=O)Cn2nc([N+](=O)[O-])cc2C)cc1
→ 491%[activator] | -3% | 3% | 4%[15.4 µM] | -0.6 | -2 | -5% | -5% | -21
3) CCN(C(=O)Cn1nc(C)c([N+](=O)[O-])c1C)C1CCS(=O)(=O)C1 (stereo not given)
→ 0% | 0% | -4% | -3% | 1.1 | -7 | -2% | -25% | -3
4) Cc1ccc(C)c(-n2ccnc2SCC(=O)c2c(N)n(C3CC3)c(=O)[nH]c2=O)c1
→ -24% | -9% | -11% | 6% | 0.5 | -6 | 9% | 3% | 2
5) CCCCCCOC(=O)CC1CC(C(C)=O)C1(C)C (stereo not given)
→ 8% | 3% | 21% | 0% | . | -3 | 1% | 3% | .
6) Cc1ccc(C(=O)CC2C(=O)N(c3ccccc3)C(=S)N2c2ccccc2)cc1 (stereo not given)
→ -29% | -8% | ? | -7% | 0.5 | -5 | -7% | 2% | 0
7) Cc1cc(C)c(NC(=O)COC(=O)COc2ccc3c(C)cc(=O)oc3c2)c(Cl)c1
→ 209%[activator] | -5% | -6% | -5% | -0.1 | -3 | -2% | -14% | 3
8) Cc1nc2ccc(S(=O)(=O)N(C)CC(=O)Nc3cccc(C(F)(F)F)c3)cc2s1
→ -12% | . | -10% | 0% | 1.6 | -4 | . | . | .
9) COc1cc(NC(=O)N2CCSc3ccccc32)cc(OC)c1OC
→ 7%&-22% | 3% | 7% | -1% | 0.1 | 6&0 | -2% | 5% | .
10) O=C1CN(C(=O)c2ccc(S(=O)(=O)N3CCCC3)cc2)C(c2ccc(F)cc2)c2cc(F)ccc2N1 (stereo not given)
→ ? | 1% | 4% | -2% | 1.6 | -8 | 0% | 4% | .
11) O=C(O)CC1(CC(=O)Nc2cc(C(F)(F)F)cc(C(F)(F)F)c2)CCCCC1
→ -48% | -1% | -2% | -9% | 2.6 | -1 | 2% | 6% | -12
12) COc1ccccc1CNC(=O)c1cccs1
→ -24% | -1% | 16% | -7% | 0.1 | -1 | 7% | 2% | -2
13) O/N=C/CCn1c(=S)sc2ccccc21
→ 13% | 2% | -41% | -13% | -0.4 | -1 | -3% | -7% | 8
14) CCn1cnc2c(cnn2-c2ccccc2)c1=O
→ 0% | -1% | 5% | 9% | -0.5 | -3 | -3% | -13% | 26
15) CCOc1ccc(NC(=O)/C=C\C(=O)N(c2ccc(C(C)C)cc2)C(C(=O)NCc2ccco2)c2ccc(F)cc2)cc1 (stereo not given)
→ ? | -9% | -5% | -1% | . | 3 | -3% | -25% | .
16) N#Cc1c(-c2cccc(F)c2)cc(-c2ccccc2)nc1Br
→ -2% | -5% | -2% | 2% | 0.1 | -5 | -7% | . | -13
17) COc1cc(CNCCN2CCOCC2)ccc1OCc1ccc(Cl)cc1
→ ? | 1% | -4% | -6% | 0.5 | -1 | 2% | -4% | -1
18) CC(Sc1nc(-c2ccccc2)cc(=O)[nH]1)C(=O)O (stereo not given)
→ ? | 3% | 13% | -3% | 0.4 | -18 | -5% | 0% | -12
19) Cc1ccc(-n2nnnc2SCC(=O)N2CCc3ccccc3C2)c(C)c1
→ -10% | -1% | 36% | 3% | 0.6 | -4 | -2% | 2% | 21
20) Cc1cc(-c2nnc(SCC(=O)Nc3ccccc3C(F)(F)F)n2N)n[nH]1
→ 4% | 2% | -30%[56.9 µM] | 15% | . | -3 | 6% | -8% | .
21) CCCSc1ccc([C@@H]2[C@@H]3C(=O)N(C)C(=O)[C@@H]3[C@]3(C(=O)OC)CCCCN23)cc1OC
→ ? | 1% | -26% | -12% | 1.5 | 1 | -7% | 0% | 35*
22) CCCn1c2ccccc2c2nnc(SC(CC)C(=O)Nc3sc4c(c3C#N)CCCC4)nc21 (stereo not given)
→ 0% | 0% | -26% | -4% | 1.4 | -3 | -6% | . | -15
23) N#Cc1ccc(COC(=O)c2cccnc2Cl)cc1
→ -8% | -11% | -21% | 0% | -0.1 | -3 | 3% | 2% | -20
24) CC(=O)Oc1ccc(C(=O)[C@H]2[C@H]3C(=O)N(c4ccc5ccccc5c4)C(=O)[C@H]3[C@@H]3C=CC=NN32)cc1
→ -5% | -4% | -19% | 5% | 0.0 | -1 | 14% | 11% | 25
25) COc1ccc(/C=N/NC(=O)c2ccccc2O)cc1COc1ccccn1
→ 5% | -3% | 21%[11.4 µM] | -1% | -0.6 | 0 | 1% | -10% | -3
26) Cc1cc(=O)n(Cc2ccccc2)c2c(C)cccc12
→ 4% | -1% | -15% | 7% | -0.9 | -8 | -1% | 0% | 18
27) CCCCN1C(=O)C(CC(=O)NCc2cccs2)CC(C(=O)N(CC)CC)=C1C (stereo not given)
→ -4% | -2% | . | . | . | -3 | -2% | 0% | .
28) CC(C)c1c(C(=O)N/N=C/c2ccc3c(c2)OCO3)nnn1-c1nonc1N
→ -1% | -9% | -33%[56.9 µM] | -5% | -0.2 | -10 | 10% | -2% | 10
29) Cc1cc(C)n2nc(C(=O)OCC(=O)N(C)C3CCCCC3)nc2n1
→ -15% | 2% | -9% | 5% | 0.8 | -11 | 0% | -22% | -3
30) CSc1nc(Oc2ccc3ccccc3c2)c2sccc2n1
→ 29% | -12% | 11% | 8% | 0.7 | 2 | -3% | 0% | 25
31) Cc1ccccc1CNC(=O)CCCn1ncn2c(cc3occc32)c1=O
→ -17%&-4% | 3%&1% | -27%&15% | 2%&0% | 0.4&-0.2 | -2&-12 | -2%&-1% | 4%&8% | -4
32) Cc1ccc2nc(SCC(=O)Nc3ccc4c(c3)OCCO4)nc(=O)n2c1
→ -8% | 0% | 9% | 0% | -0.9 | -4 | -4% | -13% | -24
33) COc1ccc(C(=O)N/N=C/c2ccc(OC(=O)c3cccc4ccccc34)c([N+](=O)[O-])c2)cc1
→ -11% | -10% | ? | -3% | 0.5 | 0 | 0% | -12% | 0
34) CCN(C(=O)c1cc2c(=O)oc3ccc(C)cc3c2s1)c1cc(OC)ccc1OC
→ ? | -6% | -13% | -12% | . | -3 | -1% | 4% | .
35) CCN(CC)CCOC(=O)c1c(C)n(C)c2ccc(OC)cc12
→ ? | 2% | 4% | 4% | 0.7 | 0&10 | -5% | 3% | -13
36) Cc1ccc(C)c(N2CCN(C(=O)Cn3cnc4onc(-c5ccc(F)cc5)c4c3=O)CC2)c1
→ -12% | 2% | -22% | -2% | 1.2 | -2 | -4% | 0% | .
37) COC(=O)[C@]1(C)N[C@H](CN(C)S(=O)(=O)c2ccc(F)cc2)[C@@H]2C(=O)N(C)C(=O)[C@@H]21
→ -20% | 0% | -1% | -3% | . | -2 | 0% | 11% | .
38) O=C(NCCc1ccc(Cl)cc1)C(=O)NCC(c1ccco1)S(=O)(=O)c1ccc(Cl)cc1 (stereo not given)
→ -5% | -3% | -51% | 1% | 0.0 | 3 | -3% | -25% | .
39) Cc1ccccc1Cn1c(=O)c2c(nc3n2CCCN3Cc2ccccc2)n(C)c1=O
→ 0% | -8% | 1% | 0% | . | 1 | -4% | 2% | .
40) COc1cccc(NC(=O)CN(C)C(=O)/C=C/c2cn(-c3ccccc3)nc2-c2ccc(OC)c(OC)c2)c1
→ ? | -7% | -23% | 4% | . | -9 | -7% | 7% | .
41) CCCCC(=O)N(C)c1c(CC)nc2c(OCCC)cccn12
→ -4% | -11% | . | . | . | -15 | 1% | . | .
42) CCOC(=O)C1C(=O)CC(C)(O)C(C(=O)OCC)C1c1cccc(OC(F)(F)C(F)F)c1 (stereo not given)
→ 0% | -2% | -28% | 11% | -0.6 | -7 | 3% | -1% | -7
43) Cc1ccc(NC(=O)c2nc[nH]c2C(=O)Nc2ccc(C)cc2)cc1
→ 7% | 0% | -39% | 0% | -0.1 | -9 | -3% | 4% | -3
44) COc1ccc(OC)c(CCNC(=O)c2cc3cccc4c3n2CCS4)c1
→ ? | -1% | 26% | 3% | -0.5 | 2 | -3% | -9% | .
45) CS(=O)(=O)c1ccc(C(=O)N(CCc2ccccc2)Cc2ccccc2)cc1
→ ? | -4% | 3% | 2% | 0.7 | -9 | -7% | -6% | 5
46) O=S(=O)(Nc1cccc2cccnc12)C1CC1
→ . | ? | -4% | . | . | 9 | -3% | . | .
47) CC(C)Cc1nnc(NC(=O)C2=COCCO2)s1
→ ? | 4% | -13% | 2% | 0.0 | 2 | -6% | -1% | -27

Screens: PubChem BioAssay, National Center for Advancing Translational Sciences (NCATS)
